Rpn11 block: inhibitors of human proteasome Rpn11 | O00487 | calls only at 20 µM | actives 0.59% (n = 360,000) | human 26S proteasome, Ub4-pepOG fluorescence polarization; 20S core pre-blocked with epoxomicin;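 active = inhibition at 20 µM, scaled to each plate's controls, above about 33%, limit read from the data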
Target sequence (O00487 whole entry, looked up): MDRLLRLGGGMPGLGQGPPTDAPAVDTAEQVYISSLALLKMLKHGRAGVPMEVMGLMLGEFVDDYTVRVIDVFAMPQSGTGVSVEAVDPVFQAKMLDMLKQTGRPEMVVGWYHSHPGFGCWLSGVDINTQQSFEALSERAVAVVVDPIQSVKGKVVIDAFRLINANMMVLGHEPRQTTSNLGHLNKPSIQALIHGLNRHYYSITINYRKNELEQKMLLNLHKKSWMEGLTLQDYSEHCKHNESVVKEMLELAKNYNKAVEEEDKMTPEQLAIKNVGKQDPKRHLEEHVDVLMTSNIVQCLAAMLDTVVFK
FAS-TE inh: FAS thioesterase (human) inhibition; P49327; recombinant FAS-TE, OMFH fluorogenic substrate, fluorescence endpoint; inhibition, % at 15 µM; actives 0.67% (n = 360,000);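 active = compounds whose normalised, plate-corrected inhibition of enzyme fluorescence in the single-dose primary screen is 50% or more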;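 also: 0% = DMSO with enzyme and 100% = substrate without enzyme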
MLLE-PAM2 inh: blocks PAM2 peptide binding to the PABP1 MLLE domain; GST-MLLE / FITC-PAM2 fluorescence polarization; AID 588489; inhibition, % at 20 µM; P11940; actives 0.36% (n = 360,000); in the data active = inhibition above about 35%, passing the limit was not always enough;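 also: plate controls were DMSO wells with GST-MLLE for no effect and wells lacking GST-MLLE protein for full effect; some results filed as inactive read as strong as hits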
Target sequence (P11940 whole entry, looked up, the tested form may be a part): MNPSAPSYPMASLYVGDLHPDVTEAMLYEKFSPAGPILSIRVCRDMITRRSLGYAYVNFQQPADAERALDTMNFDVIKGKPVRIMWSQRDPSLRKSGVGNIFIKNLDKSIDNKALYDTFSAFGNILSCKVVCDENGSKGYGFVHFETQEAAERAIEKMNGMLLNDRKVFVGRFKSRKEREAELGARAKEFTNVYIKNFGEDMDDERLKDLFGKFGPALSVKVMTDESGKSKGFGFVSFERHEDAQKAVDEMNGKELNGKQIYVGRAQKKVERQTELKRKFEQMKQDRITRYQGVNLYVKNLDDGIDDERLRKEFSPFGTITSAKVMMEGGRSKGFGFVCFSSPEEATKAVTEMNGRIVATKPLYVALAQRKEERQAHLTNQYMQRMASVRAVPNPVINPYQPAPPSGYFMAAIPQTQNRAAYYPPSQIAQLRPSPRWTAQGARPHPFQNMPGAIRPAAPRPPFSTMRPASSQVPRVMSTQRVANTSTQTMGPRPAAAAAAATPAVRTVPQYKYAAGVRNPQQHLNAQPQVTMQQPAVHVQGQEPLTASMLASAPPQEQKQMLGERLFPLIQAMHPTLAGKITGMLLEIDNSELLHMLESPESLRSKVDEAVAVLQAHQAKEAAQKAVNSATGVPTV
CSN deneddyl inh: CSN deneddylation inhibition; Q92905; Purified CSN, SCF-Nedd8-OG deneddylation, fluorescence polarization; inhibition, % at 12.5 µM; actives 0.38% (n = 360,000); AID 651999;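 active = pattern-corrected inhibition above about 35%, with an unprinted fluorescence ratio check between 0.5 and 1.5, limit read from the data, passing the limit was not always enough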;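 also: 0% = enzyme with substrate and 100% = substrate without enzyme; some results filed as inactive read as strong as hits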
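Assay system: purified human Csn5 enzyme expressed in HEK293T cells; measure: % inhibition; also added: SCFSkp2-Nedd8OG substrate at 10 nM final; technique: fluorescence polarization; times: reaction 90 min, room temperature; medium: Tris buffer pH 7.5, NaCl, DTT, Tween-20, trehalose, ovalbumin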
Rin1-Abl PPI inh: inhibitors of human Rin1-Abl protein interaction; P00519+Q13671; inhibition, % at 7.35 µM; TR-FRET Rin1/Abl binding, biochemical; actives 0.4% (n = 360,000); in the data active = inhibition above about 5%, passing the limit was not always enough
SKN-1 inh: C. elegans SKN-1 inhibition; AID 624304; inhibition, % at 21.8 µM; C. elegans VP596 Pgst-4::GFP/RFP ratio, acrylamide-induced, 24 h; actives 0.49% (n = 360,000);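 active = interference check ratio from 0.5 to 1.5 plus GFP to RFP signal ratio inhibition reaching or exceeding a fixed threshold, cut at about 30% in these data, passing the limit was not always enough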; also: some compounds called inactive have numbers as strong as hits
NadD block: blocks S. aureus nicotinate mononucleotide adenylyltransferase; purified NadD enzyme, colorimetric absorbance read-out; inhibition, % at 20 µM; actives 0.78% (n = 360,000); AID 602399; in the data active = inhibition above about 26%; also: some compounds past the cut are filed as inactive
Neddylation inh: inhibitors of human cullin neddylation; P61081+Q13564; TR-FRET cullin neddylation, biochemical; calls only at 25 µM; actives 0.58% (n = 360,000); in the data active = inhibition above about 36%
MT1-MMP act inh: blocks activation of human MT1-MMP. HT1080 RFP-PRO-GFP cells, GFP/RFP ratio fluorescence, overnight; percent of plate control window, DMSO zero. AID 651647. actives 0.061% (n = 360,000). GFP/RFP ratio change, % at 20 µM;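 active = GFP/RFP ratio change of at least 30% with cell ATP level not reduced by more than half and red fluorescence within 50% of control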; also: strong numbers were not always called active
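Compound: 20 µM single dose, 1% DMSO / System: HT1080 RFP-PRO-GFP cells / Controls: DMSO and RFP-L50D-GFP cell wells / Read-out basis: GFP/RFP fluorescence ratio / Schedule: overnight compound exposure at 37 °C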
Numbers without * were called inactive; i = inactive; / = no result given. Hits appear at their usual frequency. Share with any hit: about 3.9%.

Compound | Rpn11 block | FAS-TE inh | MLLE-PAM2 inh | CSN deneddyl inh | Rin1-Abl PPI inh | SKN-1 inh | NadD block | Neddylation inh | MT1-MMP act inh
Cn1c(C(=O)N2CCN(c3ccc(Cl)cc3)CC2)cc2c(=O)[nH]c3ccccc3c21 | i | 12.0 | -5.3 | 2.3 | -0.1 | 0.7 | 17.2 | i | 10.3
CC(=O)NC(CC(=O)Nc1ccc(S(=O)(=O)N2CCCCC2)cc1)c1ccccc1 (configuration not stated) | i | -7.3 | -6.5 | 1.9 | -5.1 | 7.3 | 3.3 | i | 3.8
CC(C)Sc1ccc(C(=O)Nc2ccc(F)cc2F)cn1 | i | 6.1 | -7.4 | 111.7 | 1.0 | 8.3 | -1.3 | i | /
COc1ccc(N2CCN(C(=O)c3ccc(F)cc3)CC2)c([N+](=O)[O-])c1 | i | 2.4 | 15.2 | 5.4 | -1.5 | 5.3 | -11.7 | i | 2.3
O=C(Cc1noc2ccccc12)Nc1ccc(Cl)cc1 | i | -6.0 | 4.2 | -8.3 | -0.8 | 5.5 | -2.4 | i | 2.3
O=C(CS(=O)(=O)c1ccccc1)c1cc2cc(F)ccc2oc1=O | i | -6.3 | 17.3 | -1.0 | 0.5 | -5.8 | -1.0 | i | -1.4
COc1cccc(OCC(O)CN2CCN(c3ccc(F)cc3)CC2)c1 (configuration not stated) | i | 0.2 | 2.0 | -3.8 | 0.8 | 2.0 | -7.8 | i | -1.0
CCOC(=O)c1ccc(NC(=O)NS(=O)(=O)c2ccc(C)cc2)cc1 | i | -5.1 | -4.0 | -1.0 | 0.6 | -15.5 | 0.9 | i | -3.9
COc1cccc(NC(=O)Nn2cnnc2)c1 | i | -2.2 | -14.2 | -2.8 | 0.1 | 23.1 | 3.6 | i | 0.5
CC(C)(C)OC(=O)N1CCC(C(=O)Nc2ccc(C(=O)NCc3ccccc3)cc2)CC1 | i | -7.0 | 10.6 | -9.8 | 0.3 | 6.0 | 5.8 | i | 1.7
C[C@H](NC(=O)[C@@H]1CSC2c3ccccc3C(=O)N21)C(=O)NCc1c(F)cccc1Cl (some centres not stated) | i | -11.3 | 4.6 | 0.6 | -1.4 | -1.9 | 2.6 | i | -0.6
Cc1ccc(S(=O)(=O)N2CCC(C(=O)OCC(=O)N3CCC(C)CC3)CC2)cc1C | i | 3.8 | 12.4 | -1.7 | -3.2 | -1.3 | -1.7 | i | -2.8
CC(C)[C@H](NC(=O)NCCC1=CCCCC1)C(=O)O | i | -3.6 | 11.7 | -0.4 | -0.9 | 17.8 | -0.3 | i | -3.2
CC1CNC(=S)N(c2ccc(F)cc2)C1=O (configuration not stated) | i | -1.9 | 12.2 | 0.4 | 0.2 | 5.9 | 0.2 | i | -0.7
Cc1cc(C)c(NC(=S)N2CCCC2C(=O)O)c(C)c1 (configuration not stated) | i | -2.4 | 22.6 | -6.5 | -0.9 | 5.7 | -0.5 | i | -1.7

Entries listed so far that have an aryl methoxy group, in the order listed:
Compound | Rpn11 block | FAS-TE inh | MLLE-PAM2 inh | CSN deneddyl inh | Rin1-Abl PPI inh | SKN-1 inh | NadD block | Neddylation inh | MT1-MMP act inh
COc1ccc(N2CCN(C(=O)c3ccc(F)cc3)CC2)c([N+](=O)[O-])c1 | i | 2.4 | 15.2 | 5.4 | -1.5 | 5.3 | -11.7 | i | 2.3
COc1cccc(OCC(O)CN2CCN(c3ccc(F)cc3)CC2)c1 (configuration not stated) | i | 0.2 | 2.0 | -3.8 | 0.8 | 2.0 | -7.8 | i | -1.0
COc1cccc(NC(=O)Nn2cnnc2)c1 | i | -2.2 | -14.2 | -2.8 | 0.1 | 23.1 | 3.6 | i | 0.5

Remaining list, next part.
Compound | Rpn11 block | FAS-TE inh | MLLE-PAM2 inh | CSN deneddyl inh | Rin1-Abl PPI inh | SKN-1 inh | NadD block | Neddylation inh | MT1-MMP act inh
O=C(NCc1ccccc1F)c1ccc2c(c1)OCCO2 | i | -4.6 | 7.0 | 3.5 | 0.9 | -1.7 | -1.4 | i | 3.2
COc1cc(OC)c(NC(=O)CCCn2c(=O)oc3ccccc32)cc1Cl | i | 25.9 | -5.3 | 2.8 | -1.6 | 13.9 | -11.8 | i | 3.1
CCOc1ccc(CN2CCNC(=O)C2CC(=O)NCc2cc(C)n(C)n2)cc1 (configuration not stated) | i | -5.7 | 18.4 | 4.0 | 3.8 | 1.5 | 0.7 | i | 0.8
Cc1ccc(S(=O)(=O)/N=C2/C=C(Sc3ncn[nH]3)C(=O)c3ccccc32)cc1 | i | -0.7 | 50.3* | 23.1 | 17.0* | 1.9 | 50.1* | i | -104.8
COc1ccc(C(=O)NCCCn2ccnc2)cc1 | i | -4.5 | 11.5 | 2.0 | 1.4 | -19.9 | -1.2 | i | 3.3
Cc1nc2sccn2c(=O)c1Br | i | -8.7 | 15.2 | -6.4 | 1.6 | -6.3 | 0.1 | i | 2.6
CCCCCCC(=O)Nc1c(O)c2ccccc2[nH]c1=O | i | -5.4 | 11.0 | 5.2 | 0.3 | 6.2 | -2.5 | i | -1.9
CC(Oc1ccc(Cl)cc1Cl)C(=O)Nc1ccncc1 (configuration not stated) | i | -4.5 | 2.1 | 48.0* | 3.1 | -15.3 | -7.4 | i | -1.0
CCc1nc(SCc2cccnc2)c2c(=O)n(C)c(=O)n(C)c2n1 | i | -5.8 | -4.7 | 13.8 | 1.1 | -6.5 | 1.5 | i | -3.0
O=C(NC(=S)Nc1ccc2c(c1)OCCO2)c1cccc(Br)c1 | i | 27.3 | 40.0* | -5.8 | -2.7 | 4.1 | -4.9 | i | -0.3
CCc1ccc(NC(=O)C2C3C=CC(C4CC34)C2C(=O)O)cc1 (configuration not stated) | i | -5.7 | -12.0 | 4.1 | -5.2 | 11.5 | 10.2 | i | -1.3
COC(=O)c1ccc(COC(=O)CNC(=O)c2ccc(-c3ccccc3)cc2)cc1 | i | 4.8 | -6.9 | -1.1 | -2.1 | 2.7 | -7.9 | i | 0.0
Cc1ccc(O)c(NC(=O)c2cc(C)no2)c1 | i | -1.1 | -3.7 | 4.2 | 2.9 | 6.7 | -1.2 | i | 10.4
CCOC(=O)C1CCN(C(=O)C(C)c2ccc([N+](=O)[O-])cc2)CC1 (configuration not stated) | i | 16.0 | 4.1 | -0.4 | 0.4 | 5.1 | -4.2 | i | -0.3
Cc1cc(NC(=O)CSc2ccc3nnc(CCNC(=O)c4ccccc4)n3n2)no1 | i | -1.9 | -9.2 | 3.3 | -0.7 | -2.3 | 1.7 | i | -0.7
COCC(C)NCc1cc(Br)ccc1OC (configuration not stated) | i | 0.8 | -10.4 | -7.2 | 2.1 | 8.1 | 5.9 | i | 2.6
Cc1cc(NC(=O)CCCSc2nc(-c3ccco3)cc(C(F)(F)F)n2)no1 | i | -7.3 | -8.9 | -1.9 | -1.9 | -11.4 | 1.8 | i | -5.0
Cc1cc(C)n2cc(CSc3nnnn3C)nc2n1 | i | -4.3 | -7.0 | -1.8 | -1.0 | -11.6 | -3.5 | / | -0.8
COCC(=O)Nc1ccc(S(=O)(=O)NCCc2ccccc2)cc1 | i | -7.7 | 16.9 | 2.5 | -0.8 | -18.3 | -1.7 | i | 8.7
O=C(CSc1nnnn1C1CC1)Nc1cccc(S(=O)(=O)N2CCCC2)c1 | i | -4.7 | 2.4 | 2.2 | 1.8 | 8.4 | 3.1 | i | 0.3
C/C(CC(=O)NCc1ccccc1)=N\NC(N)=S | i | -3.3 | -2.4 | 103.0 | -0.6 | -5.3 | -1.5 | i | 2.8
Cc1cccc(/C=C/c2onc(C)c2S(=O)(=O)N2CCC(C(=O)N3CCC(C)CC3)CC2)c1 | i | 28.1 | -2.3 | -2.8 | 2.4 | -19.5 | 18.0 | i | -12.2
CCOC(=O)c1cc(NC(=O)Nc2ccc(OC)c(OC)c2)c(C)nc1C | i | -6.3 | 18.8 | 0.1 | 2.3 | 6.8 | 2.3 | i | 0.0
Oc1ccc(C(=S)N2CCN(c3cccc(Cl)c3)CC2)cc1 | i | 3.0 | 32.9 | 3.0 | 4.8 | -3.9 | 0.9 | i | -4.1
CCN1CCN(c2nc(Nc3ccccc3F)nc(N)c2[N+](=O)[O-])CC1 | i | -4.5 | -2.8 | 0.3 | -1.8 | -0.9 | 4.4 | i | 1.5
C/C(=N\N1CCN(c2ccc(Cl)cc2)CC1)c1cccc([N+](=O)[O-])c1 | i | 41.3 | 15.9 | -1.8 | -0.6 | 17.3 | 4.5 | i | -1.0
CCOc1ccc(N(CC(=O)Nc2c(C)n(C)n(-c3ccccc3)c2=O)S(=O)(=O)c2ccc(F)cc2)cc1 | i | 1.0 | 14.8 | 0.1 | 1.1 | -9.4 | -6.0 | i | -1.4
CCOc1cc(N2CCOCC2)c(OCC)cc1NC(=O)Cn1cnc2c(=O)n(C)c(=O)n(C)c21 | i | -10.8 | 6.2 | 4.1 | 0.5 | 0.8 | 0.7 | i | 2.8
CCOC(=O)c1nncc(-c2ccccc2)n1 | i | -15.1 | -6.6 | 5.7 | 0.1 | 4.0 | -0.6 | i | -1.0
Cn1c(Nc2ccccc2)cc(=O)n(C)c1=O | i | -1.9 | -5.8 | -1.2 | 2.1 | 19.3 | -5.9 | i | 1.0
COc1cccc(-c2noc(-c3cccnc3)n2)c1 | i | -3.8 | 4.0 | 3.7 | 0.5 | 7.6 | -2.4 | i | -5.0
C/C(=N/NC(=O)CN1CCN(Cc2ccccc2Cl)CC1)c1cccs1 | i | -3.1 | -2.8 | -1.4 | 3.2 | -2.5 | -0.6 | i | 2.6
O=c1c2ccccc2nc2n1C(CSc1ccc(Cl)cc1)CN2 (configuration not stated) | i | -9.2 | 7.3 | -1.6 | -1.0 | -5.3 | -2.5 | i | -3.2
N#Cc1nc(-c2cccs2)oc1NCc1ccccc1Cl | i | 15.4 | -13.1 | -1.0 | -1.3 | -6.5 | 0.5 | / | 1.7
NC(=O)c1ccc(NC(=O)CCNC(=O)c2ccco2)cc1 | i | -6.2 | -1.6 | -1.5 | -2.4 | -6.4 | -10.2 | i | -1.6
Cc1cc2cc(C=O)c(Cl)nc2cc1C | i | -6.8 | -3.9 | 2.7 | -1.7 | -4.1 | -4.0 | i | 4.3
CC(C)c1cccc(-c2csc(C(C)(O)c3ccccc3)n2)c1 (configuration not stated) | i | 26.3 | 12.3 | -3.3 | 2.5 | -1.9 | -3.2 | i | 3.6
CC(=O)Nc1ccc(C(=O)N(C)C(C(=O)Nc2ccc(C)cc2)c2ccccn2)cc1 (configuration not stated) | i | -3.2 | 2.6 | -8.0 | -1.3 | 14.8 | 3.8 | i | 2.6
Cc1noc(C)c1COc1ccc(C(=O)OCC(=O)Nc2ccc(C(=O)N(C)C)cc2)cc1 | i | -3.3 | 6.7 | 2.0 | 3.7 | 12.3 | -5.6 | i | 11.9
CC(=O)C(c1ccccc1)C(c1ccccc1)C(C)[N+](=O)[O-] (configuration not stated) | i | -2.8 | 5.6 | 5.6 | -3.0 | 8.6 | -6.3 | i | -7.9
CCN1CCN(C(=O)c2ccc(OCC(=O)Nc3ccc(F)cc3)c(OC)c2)CC1 | i | -1.7 | 9.1 | 7.4 | 0.8 | 13.2 | -8.0 | i | -0.2
CCc1ccc(N(C(=O)c2csnn2)C(C(=O)NC(C)(C)C)c2ccccn2)cc1 (configuration not stated) | i | -3.0 | -0.3 | 0.5 | 0.5 | 2.2 | 7.7 | i | 3.5
COc1ccc(NC(=O)Nc2ccc3nccnc3c2)cc1 | i | 0.8 | -9.0 | -0.9 | -1.6 | 3.1 | 8.7 | i | -2.7
COC(=O)c1ccc(C(C(=O)NC2CCCCC2)N(CCc2ccccc2)C(=O)Cc2cccs2)cc1 (configuration not stated) | i | -10.8 | 4.9 | -4.2 | -0.7 | 4.0 | 0.1 | i | 3.0
